# Source: PubChem (several laboratories)
# Dynein cargo inh: dynein cargo transport inhibition | 3617.4 mouse cells, GR-EGFP nuclear translocation imaging; test concentration mostly 20 µM; stimulated with dexamethasone, 1 µM; hits give low values | z-score, hits read low | 0.47% of 220,000 active | AID 1381;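 active = plate z-score of nuclear minus cytoplasmic receptor signal below a set negative limit, without overly bright fluorescence or cell loss, cut at about -3.5 in these data, passing the limit was not always enough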;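 note: z-score of nuclear minus cytoplasmic ring GR-EGFP intensity difference per well; some compounds called inactive have numbers as strong as hits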
#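 medium = tetracycline-free induction medium containing charcoal-stripped FBS | also added = 1.0 µM final dexamethasone stimulus | schedule = 48 h induction, 1 h compound, 30 min dex at 37 °C | technique = fixed, Hoechst-stained cells imaged at 10x for EGFP | measure = GR-EGFP nuclear translocation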
# M1AAP inhibition: malaria alanyl aminopeptidase activity blockers – biochemical, fluorogenic H-Leu-NHMec substrate, 1536-well (AID 1445) | recombinant M1AAP, H-Leu-NHMec fluorogenic kinetic assay; higher % means a stronger effect | one-dose inhibition, % at 30 µM; IC50 in µM for titrated hits | 0.42% of 220,000 active;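 active = primary inhibition above the hit cutoff, then over 50% inhibition at one or more dose response concentrations, cut at about 23% in these data, passing the limit was not always enough; inconclusive = conflicting primary data, or primary hits not chosen for dose response; inactive = low primary inhibition, or under 50% at every dose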;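 note: plate controls were DMSO full reaction for no effect and no enzyme background for full effect; strong numbers were not always called active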
# AID2073: inhibitors of Mint1-CaV2.2 protein interaction, biochemical, HTRF (AID 2073); HTRF protein-protein interaction, Mint1-CaV2.2; higher % means a stronger effect; one-dose inhibition, % at 20 µM; IC50 in µM for titrated hits; 0.19% of 290,000 active; in the data active = inhibition mostly above about 51%, no sharp cut-off; inconclusive = no clear call, values can overlap the other calls; inactive = mostly below about 53%; note: some results filed as inactive read as strong as hits
# NOD1 NF-kB reporter: NOD1 signaling inhibitors, primary screen, cell-based, luminescence, uHTS (AID 1578); NOD1-driven NF-kB luciferase reporter cells, luminescence; higher % means a stronger effect; inhibition, % at 4 µM; hits with a dose series show EC50 in µM; 1% of 290,000 active; in the data active = inhibition mostly above about 36%, no sharp cut-off; inactive = mostly below about 34%;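 note: HEK-293T reporter cells stimulated with the NOD1 agonist gamma-tri-DAP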
# GPR55 beta-arrestin: selective activators of receptor GPR55 – imaging, U2OS cells, beta-arrestin-GFP redistribution, primary screen (AID 1961); U2OS GPR55 beta-arrestin-GFP redistribution imaging; higher % means a stronger effect; activation, % at 10 µM, or EC50 in µM where a hit was titrated; 0.048% of 290,000 active;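 active = activation above 40% with more than 50 cells counted in the well; inconclusive = wells holding fewer than 50 cells, flagged as toxic or sparse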;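 note: U2OS osteosarcoma cells stably expressing GPR55 and beta-arrestin-GFP; plate controls were DMSO negative control for no effect and LPI positive control for full effect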
# M17LAP inhibition: P. falciparum M17LAP inhibitors, primary screen, biochemical, fluorogenic H-Leu-NHMec substrate, 1536-well (AID 1619); one-dose inhibition, % at 30 µM; IC50 in µM for titrated hits; 0.38% of 220,000 active; recombinant M17LAP, H-Leu-NHMec fluorogenic kinetic assay; higher % means a stronger effect;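 active = compound inhibiting the enzyme by more than half at any dose during confirmatory dose-response retesting; inconclusive = strong single-dose inhibitors picked by rank but not retested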;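 note: plate controls were full reaction with DMSO carrier for no effect and no enzyme background for full effect; strong numbers were not always called active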
# KOR beta-arrestin-1: KOR antagonists, beta-arrestin recruitment, cell-based, luminescence, uHTS (AID 1778). one-dose inhibition, % at 10 µM; IC50 in µM for titrated hits. 0.091% of 290,000 active. KOR beta-arrestin recruitment, luminescence, antagonist mode; higher % means a stronger effect; note: strong numbers were not always called active
# NOD2 inhibition: inhibition of NOD2-driven NF-kB reporter – cell-based, luminescence, uHTS, HEK293 (AID 1566) | HEK293 NOD2/NF-kB luciferase reporter, luminescence; higher % means a stronger effect | one-dose inhibition, % at 4 µM; EC50 in µM for titrated hits | 0.63% of 290,000 active; note: many of its hits are not listed in these tables
# KOR beta-arrestin-2: kappa opioid receptor activators – cell-based, luminescence, uHTS, primary screen (AID 1777); one-dose activation, % at 10 µM; EC50 in µM for titrated hits; KOR beta-arrestin recruitment, luminescence; higher % means a stronger effect; 0.02% of 280,000 active; in the data active = activation above about 50%, passing the limit was not always enough; note: a part of the inactive calls stands beside numbers as strong as those of hits
# Dynein cargo inh cytoplasmic EGFP: second read-out of Dynein cargo inh, no call of its own (marks repeat the call); z-score; measured here: cytoplasmic GR-EGFP intensity; hits give high values
# Dynein cargo inh nuclear GR-EGFP: also measured in Dynein cargo inh; calls as there; z-score; measured here: nuclear GR-EGFP intensity;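 lower value marks the stronger effect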
# Dynein cargo inh cell count: recorded beside Dynein cargo inh, whose call it bears; z-score; measured here: cell count per field
# * hit, by the source's call; ? = inconclusive; / = no result given; [ ] = dose if it differs, or a comment. Cut-off read from the data, not from the text of the source, unless noted: active = inhibition above about 50%; inactive = the rest.
SMILES,Dynein cargo inh,Dynein cargo inh cytoplasmic EGFP,Dynein cargo inh nuclear GR-EGFP,Dynein cargo inh cell count,M1AAP inhibition,AID2073,NOD1 NF-kB reporter,GPR55 beta-arrestin,M17LAP inhibition,KOR beta-arrestin-1,NOD2 inhibition,KOR beta-arrestin-2
COc1ccc(C2CCCN2C(=S)Nc2cccc(Cl)c2C)cc1OC (centres undefined),-0.29,-0.31,-0.046,-0.11,3%,-17%,40%,-0.4%,-3%,-8%,18%,-2.0%
COc1cccc(NC(=O)C(=O)NCCCn2ccnc2)c1,1.4,-0.051,0.55,-1,6%,-4%,-23%,-0.1%,18%,-4%[20 µM],-7%,/
CN1CCC(N(C)C(=O)c2ccccc2Nc2ccc(SC(F)F)cc2)CC1,0.23,-0.25,-0.024,-0.081,1%,-2%,-12%,0.2%,-6%,-1%,7%,-3.2%
O=S(=O)(Nc1ccccc1Br)c1cccs1,/,/,/,/,/,0%,-15%,/,/,3%,-4%,-3.7%
c1ccc(CNc2nc3ccccc3n3cnnc23)cc1,-0.016,-0.27,0.11,0.48,2%,1%,14%,-0.2%,-4%,25%,15%,-5.1%
O=C(Cc1ccc(Br)cc1)c1ccc(O)cc1O,-0.0043,-0.22,-0.07,0.33,5%,12%,-55%,-0.3%,29%,-18%,-100%,3.0%
Cc1cc(OC(=O)c2ccc(S(=O)(=O)N(C)C)cc2)c([N+](=O)[O-])c(=O)[nH]1,0.78,-0.2,0.29,-0.4,-4%,2%,-42%,-0.6%,-3%,3%,7%,-2.8%
CN(C)S(=O)(=O)c1ccc(C(=O)NCCS(=O)(=O)N2CCN(c3ccc(F)cc3)CC2)cc1,/,/,/,/,/,10%,4%,-0.3%,/,-18%,17%,-2.9%
CNC(=O)c1cc(NC(=O)CCn2nc(-c3ccc(C)cc3)c3ccccc3c2=O)ccc1OC,-0.045,-0.27,0.55,0.24,-3%,3%,-1%,-0.1%,0%,-2%,32%,-0.3%
CCOC(=O)CSc1c(-c2cccs2)[nH]c2ccccc12,-1,-0.28,-0.78,0.88,2%,-49%,-18%,1.0%,-6%,13%,-6%,2.4%
N#C/C(=N\Nc1cccc(F)c1)C(=O)C1CC1,0.16,-0.28,0.035,0.13,8%,-10%,1%,-0.3%,3%,-4%,18%,/
Cc1cccc(OCC(=O)Nc2ccncc2)c1C,/,/,/,/,/,4%,-15%,0.3%,/,-10%,46%,0.3%
CCOCCCNS(=O)(=O)c1ccc(NC(=O)CN2C(=O)c3ccccc3C2=O)cc1,-0.58,0.18,-0.21,0.17,6%,-6%,-22%,-0.1%,1%,-3%,4%,-3.9%
COC1CCCN(Cc2c(C(=O)N3CCc4ccccc4C3)nc3ccc(Cl)cn23)C1 (centres undefined),/,/,/,/,/,4%,-33%,0.2%,/,-23%,11%,4.5%
COc1ccc2c(c1)OC(O)(C(F)(F)C(F)F)CC2=O (centres undefined),-0.019,-0.33,-0.22,0.38,2%,7%,-3%,-0.2%,20%,-10%,7%,-1.9%
O=C(Nc1ccccc1[N+](=O)[O-])c1cccnc1Cl,0.094,0.13,0.015,-0.93,2%,6%,-32%,0.1%,2%,13%,12%,3.5%
Cc1ccc(S(=O)(=O)N(C)C)cc1NC(=O)[C@H](Cc1ccccc1)N1C(=O)c2ccccc2C1=O,-0.91,-0.3,-0.83,0.66,-2%,-9%,-16%,0.5%,5%,-6%,11%,13%
O=C(OCC(=O)N1CCCC1)c1c(Cl)ccc(Cl)c1Cl,/,/,/,/,/,4%,0%,-0.1%,/,-10%,7%,-3.8%
Nc1nonc1-c1nc2ccccc2n1CC(=O)Nc1ccccc1,0.19,-0.24,0.91,-0.98,3%,8%,-4%,-1.9%,-12%,/,-12%,/
Cc1cccc(NC(=S)N2CCC(C(N)=O)(N3CCCCC3)CC2)c1C,-0.12,-0.22,-0.3,0.27,8%,-16%,-30%,-0.3%,-3%,-2%,16%,0.8%
CCOc1ccc(N=c2oc3cc(O)ccc3cc2C(=O)NCC2CCCO2)cc1 (centres undefined),-0.084,-0.02,-0.077,0.64,-1%,11%,4%,-0.1%,-1%,-50%,-53%,5.1%
COC(=O)c1cccc(Nc2nc3ccccc3nc2C)c1,-1.1,-0.25,-0.42,1.9,9%,5%,-46%,-0.2%,0%,-29%,-5%,3.0%
O=C(Cc1ccccc1)Nc1nnc(-c2ccco2)s1,1.6,-0.2,1.3,-1.3,4%,29%,-56%,-0.1%,0%,22%,-24%,/
COc1ccc(C2CCCCCN2Cc2nc3ccccc3c(=O)n2CC(N)=O)cc1 (centres undefined),/,/,/,/,/,10%,2%,0.7%,/,-26%,5%,-1.1%
Cc1ccc(C(=O)NC2CCN(C(=O)Nc3ccccc3)CC2)cc1,/,/,/,/,/,1%,4%,0.2%,/,-23%,-4%,-6.9%
CCOc1ccc(C(=O)c2ccncc2)cc1,-0.33,-0.24,-0.36,0.68,9%,11%,-6%,0.2%,2%,24%,10%,1.3%
Cn1c(SCc2ccc([N+](=O)[O-])cc2)nc2c(c1=O)SCC2,2.2,-0.2,0.79,-2.3,-3%,-10%,-22%,-0.2%,7%,-70%,11%,-1.9%
Cc1ccc(C)c(S(=O)(=O)N2CCCOC2CNC(=O)C(=O)NCCC2=CCCCC2)c1 (centres undefined),-0.28,-0.33,-0.47,0.65,1%,1%,-14%,-0.4%,-5%,23%,17%,11%
CCn1cc(/C=N\NC(=O)c2ccc3c(c2)c(C)c(C)n3Cc2ccccc2)c(C)n1,-0.36,-0.14,-0.15,0.93,-1%,4%,11%,0.6%,-16%,14%,20%,2.0%
O=C(CSC(=S)N1CCCCC1)c1c(F)cccc1F,0.6,-0.16,0.43,-0.42,-5%,-41%,-9%,-0.2%,-5%,-14%,-113%,-1.5%
COc1ccc(C2C(C#N)=C(N)Oc3cc(C)[nH]c(=O)c32)c(OC)c1OC (centres undefined),-0.038,0.068,0.32,-1.3,6%,-8%,-8%,0.0%,2%,-21%,6%,1.6%
C=CCN1C(=O)C2(/C(=C(\O)c3ccc4c(c3)OCCO4)C(=O)C(=O)N2CCCOC)c2ccccc21 (centres undefined),0.49,-0.16,0.62,0.26,9%,3%,22%,-0.1%,14%,-22%,18%,1.0%
O=C(c1c[nH]c(C(=O)C(Cl)(Cl)Cl)c1)c1ccccc1F,/,/,/,/,/,4%,1%,0.3%,/,28%,-1%,-2.5%
O=C(NN1C(=O)C2C(C1=O)C1C=CC2C12CC2)c1cccc(Cl)c1 (centres undefined),-0.64,-0.18,0.14,0.2,6%,14%,-26%,0.4%,7%,-3%,10%,-0.8%
CCOc1ccc(-n2c(O)c(/C=N/NC(=O)C3COc4ccccc4O3)c3ccccc3c2=O)cc1 (centres undefined),-0.41,-0.22,-0.34,-0.041,31%,16%,18%,?,2%,21%,-10%,-4.7%
CCCC(=O)Nc1ccccc1NC(=O)CCC,1.4,-0.27,1.9,-1.3,-8%,-4%,-19%,-0.2%,-2%,4%,-15%,1.5%
CCC(=O)N1N=C(c2ccc(C)o2)CC1c1ccc(Br)cc1 (centres undefined),2.6,-0.16,1.1,-0.86,3%,4%,-33%,-0.1%,3%,20%,-9%,2.6%
Cc1ccccc1-n1c(Cn2c(=O)sc3ccccc32)nnc1SCC(=O)N1CCCC1,-0.7,-0.21,-0.04,0.69,10%,-5%,-22%,-0.3%,11%,-42%,3%,0.6%
O=C(Cc1ccccc1)NNC(=O)C1CCN(c2ncccn2)CC1,-0.18,-0.14,-0.2,0.42,-3%,21%,-19%,-0.2%,-5%,-3%,17%,-0.7%
O=C(/C=C/c1cccc([N+](=O)[O-])c1)NCCSc1ccccc1,-0.43,-0.05,-0.27,0.4,5%,-6%,-17%,-0.1%,-4%,-44%,-20%,2.2%
CSc1nc2ccc(NC(=O)c3ccc(F)c(F)c3)cc2s1,0.67,-0.033,0.26,-1.1,6%,1%,-42%,-0.1%,10%,-5%,-49%,-4.5%
O=C(CCSc1ccc(Cl)cc1)c1cccs1,2.7,-0.18,1.4,-0.67,5%,-20%,-37%,-0.3%,0%,-10%,-12%,-4.2%
CN=C1CC(C)(C)CC(=O)/C1=C(/O)CCCN1C(=O)c2ccccc2C1=O,-0.13,0.29,-0.018,-0.049,1%,0%,-19%,-0.2%,0%,0%,16%,-5.0%
COc1cc(OC)c(OC)cc1/C=C/c1cc(C(F)(F)F)[nH]c(=O)n1,-0.64,-0.15,-0.52,0.5,3%,34%,-1%,-0.1%,9%,-60%[20 µM],-77%,/
CCOC(=O)c1c(NC(=O)CSc2nnnn2C)sc(C)c1C,-0.36,-0.17,-0.24,0.45,8%,-16%,6%,-2.3%,1%,11%,14%,-0.6%
COc1ccc(C(=O)N2N=C(c3cccc(OC)c3)CC2(O)C(F)(F)F)cc1 (centres undefined),-0.19,-0.28,-0.29,-0.14,2%,-4%,4%,-0.2%,-7%,-7%,23%,7.1%
Cc1cccc(-n2ncc3c(NC(C)C)ncnc32)c1,-1,-0.23,-0.16,0.66,-5%,5%,-45%,-0.1%,9%,23%,-146%,-3.4%
Cc1cccc(NC(=O)C2CCN(S(=O)(=O)c3ccc4c(c3)NC(=O)CO4)CC2)c1C,/,/,/,/,/,0%,-13%,-0.2%,/,-6%,3%,3.7%

# Entries of single compounds, looked up by structure.
# Profile of `CN=C1CC(C)(C)CC(=O)/C1=C(/O)CCCN1C(=O)c2ccccc2C1=O` : Dynein cargo inh: -0.13; Dynein cargo inh cytoplasmic EGFP: 0.29; Dynein cargo inh nuclear GR-EGFP: -0.018; Dynein cargo inh cell count: -0.049; M1AAP inhibition: 1%; AID2073: 0%; NOD1 NF-kB reporter: -19%; GPR55 beta-arrestin: -0.2%; M17LAP inhibition: 0%; KOR beta-arrestin-1: 0%; NOD2 inhibition: 16%; KOR beta-arrestin-2: -5.0%
# Profile of `CCOc1ccc(-n2c(O)c(/C=N/NC(=O)C3COc4ccccc4O3)c3ccccc3c2=O)cc1` (centres undefined) : Dynein cargo inh: -0.41; Dynein cargo inh cytoplasmic EGFP: -0.22; Dynein cargo inh nuclear GR-EGFP: -0.34; Dynein cargo inh cell count: -0.041; M1AAP inhibition: 31%; AID2073: 16%; NOD1 NF-kB reporter: 18%; GPR55 beta-arrestin: ?; M17LAP inhibition: 2%; KOR beta-arrestin-1: 21%; NOD2 inhibition: -10%; KOR beta-arrestin-2: -4.7%

# A portion of the library; the hit share may differ from the screen's.
